PKM2 act = increases activity of human pyruvate kinase M2; P14618; Potency, µM (top dose mostly 57.5 µM), for the others: at the top dose activation, actives largely listed as activators; purified PKM2, Kinase-Glo ATP luminescence, activation; response scale: 0% is enzyme alone, no compound; 260,000 tested, 0.34% active; also: potency is read from the fitted curve at half-maximal effect; % is scaled to controls: 0 for no effect and ±100 for the full control effect; nearly all actives have a fitted effect of over 55% in size
Target sequence (P14618 whole entry, looked up): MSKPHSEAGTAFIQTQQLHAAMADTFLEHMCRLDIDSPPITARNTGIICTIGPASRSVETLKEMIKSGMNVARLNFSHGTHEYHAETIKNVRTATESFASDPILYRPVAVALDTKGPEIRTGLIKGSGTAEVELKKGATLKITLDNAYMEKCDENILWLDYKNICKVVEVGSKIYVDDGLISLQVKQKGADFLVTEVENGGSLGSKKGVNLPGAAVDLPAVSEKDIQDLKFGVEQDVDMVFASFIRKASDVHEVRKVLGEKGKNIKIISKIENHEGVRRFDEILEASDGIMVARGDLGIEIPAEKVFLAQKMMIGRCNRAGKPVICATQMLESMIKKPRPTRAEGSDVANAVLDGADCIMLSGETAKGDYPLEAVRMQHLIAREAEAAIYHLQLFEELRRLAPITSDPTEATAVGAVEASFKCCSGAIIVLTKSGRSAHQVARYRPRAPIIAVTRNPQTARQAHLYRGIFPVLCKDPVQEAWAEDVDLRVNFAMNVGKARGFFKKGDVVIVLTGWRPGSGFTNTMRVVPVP
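hPK-M2, >95% pure; 0.1 mM ADP / 0.5 mM PEP final; imidazole pH7.2 buffer w/ 7 mM MgCl2, 50 mM KCl; 1 h RT; Kinase-Glo lum. Intermediate enzyme activity for dual inhibitor/activator qHTS.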
B2AR arrestin = agonists driving beta-arrestin recruitment to human beta2-adrenergic receptor | AID 492947 | beta-arrestin recruitment to beta2AR, cell-based reporter | 330,000 tested, 0.02% active | P07550 | Potency, µM (top dose mostly 46.1 µM), inactives show at the top dose activation, most hits filed as activators;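 also: potency is read from the fitted curve at half-maximal effect; 0% = DMSO controls and full agonism = EC100 isoproterenol or metaproterenol; nearly all actives have a fitted effect of over 65% in size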
Menin MLL FP TR = displaces Texas Red mutant MLL peptide from human menin; 270,000 tested, 0.23% active; O00255; Menin + Texas Red MLL mutant peptide, fluorescence polarization; Potency, µM (top dose mostly 61.6 µM), for the others: top-dose FP activity change, negative = inhibition, most hits filed as inhibitors; active = well fitted inhibition curve with a large enough effect in the polarisation, with a control signal flat, not every such curve was filed as active; inconclusive = small, poorly fitted or top-dose-only effect, or effect the other way, or a change in a side signal; inactive = no such curve, though single readings can be large or run the other way; the % refers to the polarisation; also: potency is read from the fitted curve at half-maximal effect; % of control where 0% means no effect; many of its hits are not listed in these tables
FBPA coupling cs = coupling enzyme interference in Giardia aldolase counter-screen; activity change, negative = inhibition, % at 58.2 µM, hits read low; coupling enzyme system counterscreen, AmpLite Red fluorescence; 290,000 tested, 0.67% active; in the data active = activity change below about -30%; also: % is scaled to controls: 0 for no effect and ±100 for the full control effect
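Coupling enzymes only (glyceraldehyde-3-phosphate) + compound, at 57.5 uM final, 10 min RT; add substrate/coupling/AmpLite Red mix, 20 min RT; fluorescence ex 525/em 598 nm. Actives flag coupling-system interference.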
KCNH2 3.1 inh = KCNH2 3.1 (human) potassium channel inhibition. 340,000 tested, 0.95% active. activity change, % (tested at about 1.8 µM). U2OS KCNH2 3.1, thallium flux FluxOr; hits give low values. AID 720553;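 active = maximum activity change below -70%; inconclusive = maximum activity change from -70% to -50%; inactive = maximum activity change above -50%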;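 also: thallium influx rate constant from kinetic fluorescence after stimulation buffer; % is scaled to controls: 0 for no effect and ±100 for the full control effect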
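Thallium flux via FluxOr fluorescence (Red40 quencher, 45 min loading) in U2OS cells virally expressing the KCNH2 3.1 isoform (1.77 x 10^8 /mL virus, overnight at 37 C). Rate constants from 2-min kinetic reads post-stimulation, normalised to positive and negative controls.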
CXXC DNA block = MLL CXXC-DNA interaction inhibition; AID 2662; MLL-CXXC / FITC-HOXA9 DNA fluorescence polarization; Potency, µM (highest dose often 115 µM), for the others: top-dose activity change, negative = inhibition, usual class: inhibitors; Q03164; 290,000 tested, 0.037% active; active = well fitted inhibition curve with a large enough effect in the polarisation, with a control signal flat, not every such curve was filed as active; inconclusive = small, poorly fitted or top-dose-only effect, or effect the other way, or a change in a side signal; inactive = no such curve, though single readings can be large or run the other way; the % refers to the polarisation; also: potency is read from the fitted curve at half-maximal effect
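Purified MLL-CXXC (added from a 7 uM solution) was preincubated 5 min at ambient with pinned compounds in 50 mM Tris-HCl pH 7.5, 50 mM NaCl, 1 mM DTT, 0.05% BSA. Fluorescein-labeled HOX-A9 DNA (50 nM solution) followed, 30 min, then polarization read.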
GALK inhibitor = galactokinase (human) inhibition. Purified GALK, Kinase-Glo residual ATP luminescence. AID 1868. Potency, µM (titrated, usually from 57.5 µM), for inactives: at the highest dose activity change, negative = inhibition, actives largely listed as inhibitors. P51570. 270,000 tested, 0.007% active; also: potency is read from the fitted curve at half-maximal effect; % is scaled to controls: 0 for no effect and ±100 for the full control effect
Target sequence (P51570 whole entry, looked up): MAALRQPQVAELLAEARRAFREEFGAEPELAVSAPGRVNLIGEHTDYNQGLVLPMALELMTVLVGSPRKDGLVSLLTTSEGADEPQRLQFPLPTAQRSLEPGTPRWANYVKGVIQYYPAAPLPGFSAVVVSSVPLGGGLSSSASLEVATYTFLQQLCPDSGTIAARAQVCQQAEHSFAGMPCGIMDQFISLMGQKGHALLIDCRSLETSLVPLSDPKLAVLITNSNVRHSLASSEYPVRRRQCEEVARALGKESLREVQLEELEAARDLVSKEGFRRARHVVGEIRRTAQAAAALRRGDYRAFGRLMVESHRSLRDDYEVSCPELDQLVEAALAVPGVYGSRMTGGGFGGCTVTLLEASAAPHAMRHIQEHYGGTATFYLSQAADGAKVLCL
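ATP-depletion format; final 35 uM ATP, 100 uM D-galactose, 5 nM enzyme; pH 8.0 HEPES/Mg2+ buffer; 60 min RT; luminescence read 10 min after detection reagent.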
USP2a inh = USP2a (human) protease inhibition | USP2 core, Ub-CHOP2 coupled fluorogenic reporter, 485/531 | 330,000 tested, 0.01% active | O75604 | Potency, µM (titrated, usually from 38.3 µM), for the others: top-dose activity change, negative = inhibition, most hits filed as inhibitors;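 also: potency is read from the fitted curve at half-maximal effect; plate controls were DMSO wells for no effect and full inhibition by NEM control for full effect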
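Deubiquitinase activity read as fluorescence (485/531 nm) after Ub-CHOP2 cleavage activates the enterokinase reporter on its substrate; USP2 core 10nM, Ub-CHOP2 and substrate 25nM each, 30min compound preincubation then 60min RT; data normalized to NEM, curves fitted.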
TRPV1 agonist = human TRPV1 agonism; Q8NER1; TRPV1-expressing cells, Fluo-8 calcium influx, agonist mode; activation, % at 8.33 µM; 320,000 tested, 0.19% active; AID 540275; in the data active = activation above about 80%; inconclusive = between about 30% and that limit; also: 0% is about no effect
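Fluo-8 calcium influx in TRPV1-expressing cells, kinetic read (ex 480/em 520 nm). Compound added and read 3 min for agonist activity, followed by capsaicin at EC20 final and 2 min further read for enhancement.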
Giardia kill = kills Giardia lamblia; Giardia lamblia trophozoite viability; 340,000 tested, 0.15% active; activity change, % at 7.66 µM, hits read low; in the data active = activity change below about -80%; inconclusive = between about -30% and that limit;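 also: parasites exposed to compound for two days anaerobically before the ATP read; % is scaled to controls: 0 for no effect and ±100 for the full control effect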
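ATP-content bioluminescence gauges trophozoite survival. Cells (100/well) receive compound and incubate anaerobically for 48 hrs at 37 deg C; detection reagent follows for 15-30 min at room temperature.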
KCNH2 WT inh = KCNH2 (human, wildtype) channel inhibition; U2OS, BacMam KCNH2, thallium flux FluxOr; hits give low values; activity change, % at 1.84 µM; 340,000 tested, 0.37% active; AID 720551;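 active = maximum activity change below -70%; inconclusive = maximum activity change between -70% and -50%; inactive = maximum activity change above -50%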; also: % is scaled to controls: 0 for no effect and ±100 for the full control effect
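U2OS cells transduced with wild-type KCNH2 virus are loaded with FluxOr dye for 45 min, and thallium flux is measured in kinetic reads before and after stimulation buffer. Rate constants are normalized to DMSO controls.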
Numbers without * were called inactive; ? = inconclusive; / = not tested or not shown; [ ] = another dose, or the depositor's remark. Unless noted, calls follow the shape of the dose curve; as a rule, active = well fitted curve in the direction sought with a large enough effect; inconclusive = small, poorly fitted or top-dose-only effect, or another doubt; inactive = no such curve, though single readings can be large; an effect the other way counts as inactive or inconclusive.

SMILES | PKM2 act | B2AR arrestin | Menin MLL FP TR | FBPA coupling cs | KCNH2 3.1 inh | CXXC DNA block | GALK inhibitor | USP2a inh | TRPV1 agonist | Giardia kill | KCNH2 WT inh
CCn1c(SCC(=O)c2ccccc2)nc2sc3c(c2c1=O)CCN(C)C3 | 24% | -0.5% | / | -2 | 7 | 6% | -1% | 2% | -3 | 14 | 10
O=C(CNc1ccc(Br)cc1)NC(=O)NC1CCCCC1 | / | -0.2% | / | / | 1 | / | / | -6% | 9 | -7 | -11
Cc1ccc2nc(SCC(=O)N(CC(C)C)c3c(N)n(Cc4ccccc4)c(=O)[nH]c3=O)[nH]c2c1 | 1% | -0.6% | / | 0 | -5 | 0% | -2% | -2% | / | -22 | 3
CC(C)c1ccc(/C=C(\c2nc3ccccc3[nH]2)S(=O)(=O)c2ccccc2)cc1 | 8% | -0.4% | 2% | 0 | 21 | -5% | -4% | 0% | 2 | -14 | 0
CCCCCOC(=O)Cn1c(N2CCCCCC2)nc2c1c(=O)[nH]c(=O)n2C | -9% | -0.4% | -12% | 1 | -5 | -8% | 1% | -4% | 20 | -15 | 5
CC1(C)C2CCC1(C)C1(C2)NC(=O)c2ccccc2O1 (stereo not given) | 3% | -0.3% | 2% | 6 | 3 | 6% | / | -1% | 2 | 6 | 1
Cc1cccc(Nc2ncccc2C(=O)NCc2cccs2)c1C | 8% | -0.3% | ? | -5 | -73* | -1% | -2% | 3% | 5 | 2 | -1
O=C(CCN1CCc2ccccc2CC1)c1ccc2c(c1)OCCO2 | -3% | -0.3% | 2% | 1 | 27 | 16% | 2% | -1% | 0 | -5 | 31
Cc1ccc(NC(=O)CSc2ccccc2NC(=O)c2ccccc2)cc1Cl | 9% | -0.3% | ? | -2 | -10 | -3% | 0% | 4% | 12 | -22 | -7
N#Cc1ccc[n+](CC(=O)c2ccc(Cl)cc2)c1 | 4% | -0.6% | 9% | 0 | -13 | -3% | -1% | 2% | 4 | -8 | 1
COC(=O)C1=C(NC(=O)c2ccc(C)cc2)CCS1 | 3% | 0.0% | 4% | 3 | -5 | -3% | 2% | 2% | 4 | 17 | -21
CC(C)Oc1cc2oc(=O)c3c(c2cc1Cl)CCC3 | -4% | 3.6% | -4% | 1 | 9 | 10% | -4% | 1% | 12 | 14 | 8
COc1ccc(/C=N/N=C2/NC(=O)C(c3ccccc3)(c3ccccc3)S2)cc1 | -6% | 0.1% | 2% | 3 | -2 | 1% | 0% | 1% | -2 | -3 | -2
Cc1cc(/C=C(\C#N)C(=O)O)c(C)n1CC(C)C | 2% | 0.2% | -24% | 18 | -3 | -2% | -1% | 4% | -2 | -7 | -16
COc1ccc(C(=O)Nc2ccc(S(=O)(=O)Nc3cc(C)nc(C)n3)cc2)c(OC)c1 | -8% | 0.2% | -2% | 2 | 11 | -1% | 1% | 3% | -1 | -10 | -10
Cc1cc(C)c(-n2c(C)cc(/C=C3/NC(=O)NC3=O)c2C)c(C)c1 | -2% | -0.8% | 13% | 0 | -21 | 8% | -2% | 0% | 3 | 3 | -4
CCN(CC(=O)NC1CCCC1)S(=O)(=O)c1ccc(C)cc1 | -8% | 0.0% | 11% | 0 | -11 | 0% | -3% | 5% | 12 | 5 | 1
CC(=O)CC(=O)Nc1ncc(C(F)(F)F)cc1Cl | 1% | -1.2% | 1% | 2 | 18 | 23% | -6% | -1% | -4 | -10 | -10
Cc1ccc(Cn2c(=O)n(Cc3ccco3)c(=O)c3ccccc32)cc1 | 4% | -1.4% | -6% | -2 | 29 | -7% | 0% | -1% | 13 | 11 | 1
O=C1CCCC2=C1C(c1ccccc1)CC(=O)N2c1ccccc1 (stereo not given) | -5% | -0.5% | -4% | 3 | 9 | -2% | 7% | 0% | 2 | -7 | 0
C/C(=N\NC(=O)COc1ccc(C(C)(C)C)cc1)c1ccc(OC(F)F)cc1 | -8% | 0.1% | -14% | -2 | -14 | -4% | -1% | -3% | -1 | -6 | -3
Cc1cc([N+](=O)[O-])nn1CCCC(=O)O | 0% | -0.1% | -5% | 0 | 7 | 1% | 1% | 1% | 2 | 14 | -4
O=C(Nc1cccc(F)c1)c1c(F)c(F)c(F)c(F)c1F | 2% | -0.2% | 6% | -2 | 3 | 16% | 0% | -4% | 1 | 14 | 25
Cc1ccc(N2C(=O)C(Cc3ccccc3)NC2=S)cc1 (stereo not given) | 2% | -0.2% | 12% | 2 | 9 | 9% | 1% | 1% | 1 | 10 | 3
C=CCn1c(SCC(=O)N2CCc3ccccc3C2)nc2sc(C)cc2c1=O | 0% | -0.4% | ? | 5 | -4 | 1% | -2% | 0% | ? | 5 | 0

The listing continues:
SMILES | PKM2 act | B2AR arrestin | Menin MLL FP TR | FBPA coupling cs | KCNH2 3.1 inh | CXXC DNA block | GALK inhibitor | USP2a inh | TRPV1 agonist | Giardia kill | KCNH2 WT inh
NNc1nc(Nc2ccccc2)nc(N2CCCCC2)n1 | -2% | 0.1% | 4% | 0 | 2 | 39%[activator] | 1% | 0% | 4 | 0 | 4
O=C(Cn1ncc2c3ccccc3n(Cc3ccccc3)c2c1=O)NCc1ccccn1 | / | 0.0% | -8% | 0 | -11 | -5% | 5% | 4% | 1 | -10 | 4
COc1ccccc1NC(=O)CNC(=O)CC12CC3CC(CC(C3)C1)C2 | / | 0.1% | / | / | -16 | / | / | 1% | / | 21 | 13
Cc1[nH][nH]c(=O)c1C(c1c(C)[nH][nH]c1=O)c1cn(Cc2ccccc2Cl)c2ccccc12 | 1% | 2.0% | / | -43* | 11 | 11% | 2% | 2% | 1 | 7 | 1
Cc1nc2nc(-c3cccnc3)nn2c(C)c1Cl | 6% | -0.4% | 2% | 3 | 8 | 2% | 1% | 2% | 11 | -24 | 4
O=C(NCCc1ccccc1)C1CC(=O)N(C2CCCCCC2)C1 (stereo not given) | -2% | -0.3% | ? | 4 | 20 | 3% | -5% | -8% | 7 | -11 | 2
CCOC(=O)C1(CC2CCCCO2)CCN(C(=O)NCc2ccccc2)CC1 (stereo not given) | -4% | -0.9% | -7% | 4 | -2 | -2% | 2% | 1% | 20 | 10 | 11
O=C(CN1C(=O)CNC1=O)Nc1cccc(C(F)(F)F)c1 | 3% | 0.1% | -9% | 0 | 6 | 1% | 0% | 3% | -1 | -3 | -5
Cc1csc2ncnc(NCCc3ccccn3)c12 | -3% | 0.0% | -5% | -10 | 3 | 8% | 1% | 1% | 6 | -3 | -19
CCc1nc(N)c(C#N)c(-c2ccc(OC)c(OC)c2)c1C | 2% | -1.0% | ? | 0 | -17 | 3% | 1% | 3% | -1 | -12 | 3
O=C(OCC(=O)N1CCCc2ccccc21)c1c(F)cccc1F | / | -2.4% | / | / | -9 | / | / | -1% | -1 | -1 | -21
COC(=O)c1ccc(N2C(=O)Nc3ccccc3N2O)cc1 | -30% | 0.1% | -1% | 1 | 4 | -8% | 1% | 0% | -2 | 46[activator] | 5
COc1ccc(-n2c(SCc3ccc([N+](=O)[O-])cc3)nnc2-c2ccccc2)cc1 | -3% | 0.2% | -1% | 6 | -4 | 5% | / | -8% | ? | 19 | 23
Cc1ccc(C)c2[nH]c(=O)c(CN(Cc3ccc4c(c3)OCO4)Cc3nnnn3Cc3ccco3)cc12 | 4% | 0.4% | 7% | -6 | -9 | -7% | 2% | -8% | 2 | 6 | 3

Looked up by structure from the list above (four):
SMILES | PKM2 act | B2AR arrestin | Menin MLL FP TR | FBPA coupling cs | KCNH2 3.1 inh | CXXC DNA block | GALK inhibitor | USP2a inh | TRPV1 agonist | Giardia kill | KCNH2 WT inh
CCc1nc(N)c(C#N)c(-c2ccc(OC)c(OC)c2)c1C | 2% | -1.0% | ? | 0 | -17 | 3% | 1% | 3% | -1 | -12 | 3
NNc1nc(Nc2ccccc2)nc(N2CCCCC2)n1 | -2% | 0.1% | 4% | 0 | 2 | 39%[activator] | 1% | 0% | 4 | 0 | 4
Cc1nc2nc(-c3cccnc3)nn2c(C)c1Cl | 6% | -0.4% | 2% | 3 | 8 | 2% | 1% | 2% | 11 | -24 | 4
O=C(NCCc1ccccc1)C1CC(=O)N(C2CCCCCC2)C1 (stereo not given) | -2% | -0.3% | ? | 4 | 20 | 3% | -5% | -8% | 7 | -11 | 2

Some of the compounds tested; count on the stated rates, not on these rows.
